Bioassay records (PubChem)
ABHD4 inh – inhibitors of mouse ABHD4. inhibition, % at 8.92 µM. Q8VD66. purified mABHD4, FP-Rh probe fluorescence polarization. AID 720543. 370,000 compounds, 0.54% hits;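 active = inhibition exceeding the mean over every tested compound plus 3 SD, cut at about 30% in these data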;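 note: 0% = plate median of compound wells and 100% = S159A mutant with DMSO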
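Assay system: wild-type mouse ABHD4 protein; compound: single nominal dose of 8.92 µM, 0.89% DMSO final; schedule: 45 min + 60 min at 25 °C; measured by: FP readout, ex 525 nm / em 598 nm; evaluation: % inhibition of FP-Rh probe binding versus controls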
SIAE primary – blocks human sialic acid acetylesterase; Q9HAT2; SIAE FP-Rh probe binding, fluorescence polarization; inhibition, % at 9.66 µM; 370,000 compounds, 0.69% hits;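 active = inhibition above a cutoff: mean of compounds within the control limits plus 3 SD of those, cut at about 17% in these data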;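 note: 0% = plate median of compound wells and 100% = probe without SIAE protein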
rCAG binder – molecules binding r(CAG) RNA repeats; r(CAG) RNA repeat, TO-PRO-1 dye displacement fluorescence; inhibition, % at 3 µM; 370,000 compounds, 1.3% hits; AID 651821;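 active = inhibition above the plate cutoff, the mean of all test compounds on that plate plus 3 SD, cut at about 35% in these data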;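 note: 0% = DMSO alone and 100% = 100 µM mitoxantrone as full dye displacement; higher means more dye released from RNA so lower well fluorescence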
NPR2 activator – GC-B (human) receptor activation | P20594 | HEK293-GC-B cells, CNP EC30, cGMP TR-FRET; 0% at EC30 CNP, 100% saturating CNP | activation, % at 10 µM | 370,000 compounds, 0.11% hits | AID 1920062;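 active = activation at 10 µM reaching about 35% in either raw or pattern-adjusted values, limit read from the data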
TCR-CD3 inh – inhibitors of human TCR-CD3 interaction; TAMRA-labeled TCR probe fluorescence, biochemical; inhibition, % at 9.4 µM; 360,000 compounds, 0.37% hits; in the data active = inhibition above about 19%;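 note: recombinant mutant TCR 2C K166C tagged with TAMRA read by polarization; 0% = receptor in buffer alone and 100% = receptor with positive control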
PRMT1 inh – blocks human protein arginine methyltransferase 1; inhibition, % at 2.79 µM; Q99873; recombinant PRMT1, activity-based probe fluorescence polarization; 370,000 compounds, 1.3% hits; AID 652257;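 active = inhibition above about 21% made by adding two undisclosed values, limit read from the data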
Target sequence (Q99873 whole entry, looked up): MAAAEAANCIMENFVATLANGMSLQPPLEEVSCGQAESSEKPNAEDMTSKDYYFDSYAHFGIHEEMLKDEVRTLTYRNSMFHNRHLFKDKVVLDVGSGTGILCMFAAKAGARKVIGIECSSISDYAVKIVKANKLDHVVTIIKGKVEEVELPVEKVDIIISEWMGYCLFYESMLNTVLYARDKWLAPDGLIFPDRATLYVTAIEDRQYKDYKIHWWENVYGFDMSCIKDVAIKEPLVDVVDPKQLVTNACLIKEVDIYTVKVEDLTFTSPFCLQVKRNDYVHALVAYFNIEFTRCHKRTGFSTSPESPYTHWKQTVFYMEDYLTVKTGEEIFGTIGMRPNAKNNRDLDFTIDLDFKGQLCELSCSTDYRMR
MBD2 DNA inh – blocks human MBD2 binding to methylated DNA; Q9UBB5; TR-FRET, MBD2 binding to methylated oligonucleotide; inhibition, % at 4.4 µM; 370,000 compounds, 0.31% hits; AID 686964; in the data active = inhibition above about 13%
TDP2 absorb – TDP2 (human) inhibition, absorbance primary screen. recombinant TDP2, T5PNP hydrolysis, p-nitrophenol absorbance 415 nm. inhibition, % at 12.8 µM. 370,000 compounds, 0.34% hits. AID 720702;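 active = inhibition above the mean of all tested compounds plus 3 SD, set per campaign, cut at about 25% in these data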;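 note: 0% = DMSO with enzyme and 100% = buffer with substrate but no TDP2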
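Assay system: recombinant human TDP2 / Reagent: T5PNP substrate at 5 mM, a TopII-DNA adduct mimic / Measured by: epi absorbance from released p-nitrophenol / Evaluation: % inhibition relative to enzyme-containing and enzyme-free wells / Control set: enzyme-free and DMSO wells / Replicates: each compound tested once, singlicate / Schedule: enzyme reaction with compound for 2 h at 37 °C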
HTRA1 inhibitor – inhibitors of human serine peptidase HTRA1 | recombinant HTRA1, FP-rhodamine activity-based probe, fluorescence polarization | inhibition, % at 5.96 µM | 340,000 compounds, 0.5% hits | AID 504803; in the data active = inhibition above about 36%;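 note: 0% = enzyme with DMSO and 100% = wells lacking enzyme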
Target sequence (Q92743 whole entry, looked up): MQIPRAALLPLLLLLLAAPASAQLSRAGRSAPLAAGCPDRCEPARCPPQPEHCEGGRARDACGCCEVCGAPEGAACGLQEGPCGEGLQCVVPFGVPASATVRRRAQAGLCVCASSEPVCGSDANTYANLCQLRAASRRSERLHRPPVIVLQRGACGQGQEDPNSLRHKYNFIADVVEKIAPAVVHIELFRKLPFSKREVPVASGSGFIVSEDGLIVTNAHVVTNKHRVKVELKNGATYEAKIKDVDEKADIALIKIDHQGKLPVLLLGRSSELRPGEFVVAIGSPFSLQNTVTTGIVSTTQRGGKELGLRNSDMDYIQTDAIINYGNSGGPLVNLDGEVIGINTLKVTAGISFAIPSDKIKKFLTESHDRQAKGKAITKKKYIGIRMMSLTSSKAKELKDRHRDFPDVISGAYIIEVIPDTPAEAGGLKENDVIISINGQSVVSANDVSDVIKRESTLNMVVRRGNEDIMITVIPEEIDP
LEDGF integ inh – blocks HIV-1 LEDGF/p75-dependent DNA integration | 370,000 compounds, 0.64% hits | inhibition, % at 3.7 µM | AID 743269 | TR-FRET IN-LEDGF/p75 DNA integration, Eu/Cy5;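 active = inhibition above the screen-wide mean plus 3 SD, cut at about 13% in these data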;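 note: signal is the Cy5 over europium emission ratio at 671 and 618 nm; 0% = plate median of compound wells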
Starred values were filed as active, the others as inactive; nt = no result given.

SMILES	ABHD4 inh	SIAE primary	rCAG binder	NPR2 activator	TCR-CD3 inh	PRMT1 inh	MBD2 DNA inh	TDP2 absorb	HTRA1 inhibitor	LEDGF integ inh
Cc1cc(C)cc(NC(=O)c2ccc(S(=O)(=O)C(F)F)cc2)c1	-8	-5	-3	-1	9	-3	-1	-6	-26	-1
COc1ccc(Cc2nnc(NC(=O)c3cc(OC)c(OC)c(OC)c3)s2)cc1	-6	-7	1	8	0	-3	0	3	-11	5
CCC(NC(=O)c1ccccc1NC(=O)C(C)(C)C)C(=O)N1CCCC1 (centres undefined)	1	-1	-8	10	0	1	3	5	1	-4
O=C(CSc1nnc(CNC(=O)c2c(F)cccc2F)o1)c1ccccc1	-4	-4	1	3	4	0	2	9	-2	-1
Cn1c(=O)c2c(nc(SCC(=O)c3cccs3)n2Cc2ccc(F)cc2)n(C)c1=O	4	-5	-4	18	-1	-2	2	-1	6	-2
CCC1(CC)NC(=O)N(CC(=O)N2CCN(S(=O)(=O)c3cccc(F)c3)CC2)C1=O	-1	-2	-1	3	12	2	-1	-6	2	3
CN(CC(=O)Nc1ccccc1Br)C(=O)c1cc([N+](=O)[O-])ccc1N1CCOCC1	-5	-15	2	2	-2	-2	0	-28	92*	6
CCOC(=O)CCC(NC(=O)CCCCCCCCC(=O)NC(CCC(=O)OCC)C(=O)OCC)C(=O)OCC (centres undefined)	-1	2	-8	5	-4	1	1	-4	1	-6
CC(=O)Nc1ccc(S(=O)(=O)Nc2nnc(Cc3ccc(Cl)cc3)s2)cc1	-5	-25	17	1	-1	3	-1	16	-11	2
Cc1ccc(C(=O)COC(=O)CCC(=O)Nc2ccccc2Cl)cc1[N+](=O)[O-]	-8	-5	3	-2	-2	-1	0	6	0	-2
Cc1nnc(SCC(=O)NC2CCCCCC2)n1C	1	-2	0	-2	4	3	4	-7	5	1
CCOC(=O)N1CCN(Cc2nc3c(c(=O)n(C)c(=O)n3C)n2CCCc2ccccc2)CC1	2	4	0	-2	1	-2	0	-5	-5	-1
CC(Sc1ccc(Cl)cc1)C(=O)Nc1ccc2c(c1)OCO2 (centres undefined)	2	2	0	-4	5	-2	0	-1	1	0
CC(C)(C)OC(=O)N1C(=O)[C@](OC(=O)c2ccccc2)(c2ccccc2)c2cccc(F)c21	-17	0	0	-9	3	-1	-4	-1	nt	-2
COc1ccc(CCNC(=O)CCc2ccc(OC)cc2)cc1	5	8	-3	1	-5	0	-2	9	-4	-3
OC(c1ccccc1)(c1nc(-c2cc(F)cc(F)c2)cs1)C(F)(F)F (centres undefined)	-30	-16	0	-3	-3	6	2	2	nt	0
Cc1ccc(NC(=O)CCC(=O)OCC(=O)c2ccc(Oc3ccc([N+](=O)[O-])cc3)cc2)cc1	0	-7	4	-2	0	-1	-5	7	7	0
Cn1c(SCC(=O)N2CCCCCC2)nnc1-c1ccco1	-1	11	-4	-1	13	-5	-2	-15	-2	2
O=C(N=C1SC2CS(=O)(=O)CC2N1CCc1ccccc1)C1CC1 (centres undefined)	7	-7	-1	-4	-1	3	1	3	6	-1
CC1(Cc2ccccc2OC(F)(F)F)C(=O)Nc2c(Cl)ccc(Cl)c21 (centres undefined)	-13	-6	-3	-3	6	1	-5	-6	nt	-1
CCn1c(CC(=O)Nc2ccccc2)nnc1SCC(=O)Nc1ccccc1C(=O)OC	-2	3	-3	-6	1	-1	-2	-1	4	-1
Cc1cc(S(=O)(=O)N2CCCOC2CNC(=O)C(=O)NCCc2ccco2)ccc1F (centres undefined)	-1	-2	-8	2	8	-2	-4	4	0	-3
CC(C)(C)c1ccc(/C=C2\SC(=O)N=C2N)cc1	-2	0	7	0	6	2	4	5	-5	-2
CS(=O)(=O)N(CC(=O)NN=C1CCCCCC1)c1ccc(Oc2ccccc2)cc1	2	0	5	2	7	-1	4	-5	4	-2
O=C1CCCC/C1=C/Nc1cccc(C(F)(F)F)c1	7	-7	-1	-3	6	0	7	3	9	2
COc1ccc(S(=O)(=O)N[C@@H](C)C(=O)OCC(=O)Nc2cc3oc4ccccc4c3cc2OC)cc1	-1	-24	17	-3	-6	2	-3	-4	-5	-2
Cc1ccc(NC(=O)CSc2nnc(Cc3csc(C)n3)o2)c(C)c1	1	5	-3	-2	-4	4	3	-4	-6	-2
NC1=NC(=O)/C(=C/c2cccc(F)c2)S1	1	8	0	-1	3	-3	0	13	5	-2
O=C(CCCCl)Nc1nc(-c2ccc3c(c2)OCCO3)cs1	2	-4	3	-1	-7	0	1	9	-4	-1
Cc1cc(C)c2nc(NNC(=O)c3ccc(S(=O)(=O)N4CCCC(C)C4)cc3)sc2c1 (centres undefined)	-1	3	47*	-4	-3	3	1	1	51*	10
CCOC(=O)CCCCCC(=O)Nc1ccc2c(c1)CC(=O)N([C@@H](C)CO)C[C@H](C)[C@@H](CN(C)Cc1ccccc1)O2	-7	2	-4	1	1	-3	0	6	-11	-1
O=C(Nc1ccc2c(c1)OCO2)N1CCCC1	-3	6	-2	-2	3	-4	3	2	-2	1
O=C1c2cccc3cccc(c23)C(c2nc3ccccc3[nH]2)N1C1CC1 (centres undefined)	-1	-4	1	-9	-10	3	0	-2	nt	-4
Cc1ccc(CN(c2ccc(C(=O)Nc3ccc4c(c3)OCO4)cc2)S(C)(=O)=O)cc1	-2	4	9	0	-1	-1	-3	9	6	2
CC(C)(C)OC(=O)[C@H](Cc1ccccc1)NC(=O)c1[nH]cnc1C(=O)Nc1ccccc1F	-77	-71	4	0	-6	-1	3	-14	-65	3
COC(=O)C1CCN(C(=O)Cc2ccc(Br)cc2)CC1	-1	-3	-2	0	7	-1	-3	-1	-6	-1
CCC(C)NCC(O)COCc1ccc(Cl)cc1 (centres undefined)	10	-5	4	0	3	0	-3	6	-3	-2
COc1ccc(S(=O)(=O)N(C)c2ccc(C(=O)N3CCOCC3)cc2)cc1OC	4	0	-4	-3	-3	0	-2	-4	2	-3
O=C1/C(=C/c2cccs2)SC(=S)N1C1CCS(=O)(=O)C1 (centres undefined)	2	1	0	2	-8	1	1	10	nt	0
COc1ccc(S(=O)(=O)Nc2ccc(S(=O)(=O)N3CCOCC3)cc2)cc1C	3	0	8	8	2	-1	1	10	2	2
NS(=O)(=O)c1ccc(NC(=O)C2CCCN(S(=O)(=O)c3ccc(F)cc3)C2)cc1 (centres undefined)	7	2	5	-3	2	0	-7	4	10	1
O=C(CNS(=O)(=O)c1cccc2nsnc12)NCc1ccc(Cl)cc1	1	7	2	-4	-2	-2	-5	4	1	0
CC(C)(C)c1ccc(C(=O)NNC(=O)c2ccncc2)cc1	2	8	-1	2	-9	0	1	7	3	-5
Cc1ccccc1NC(=O)Cc1nc(COC(=O)COc2cccc(C)c2C)cs1	5	-13	-2	7	3	-3	0	-27	-13	1
Clc1ccc(-c2csc(Nc3ccccc3)[n+]2Cc2ccco2)c(Cl)c1	-3	-1	2	-3	1	5	-6	0	-3	-1
CCOC(=O)c1ccc(NC(=O)CCc2ccc(C)o2)cc1	-7	-6	3	1	9	3	-1	-1	-10	-3
C#CCOCCOCCOCCNc1nc(N2CCN(C(=O)Cn3cc(CCCCN)nn3)CC2)nc(N2CCN(C(=O)[C@H](CCCCN)n3cc(CCC(=O)O)nn3)CC2)n1	2	5	-5	3	-2	-1	1	-1	-1	-1
CN(C)C(=O)/C(=C\c1ccncc1)NC(=O)c1ccccc1	4	0	-3	9	-4	1	2	0	0	0
C[C@@H]1OC(C2CCCCC2)N(C)[C@H]2C[C@H]3c4[nH]c5c(-c6ccc7c(c6)OCO7)cccc5c4CCN3C[C@@H]12 (some centres undefined)	29	-1	8	1	nt	1	-1	-8	nt	-1
O=C1CCN(C(=O)c2cccs2)c2ccccc21	-1	1	3	-1	3	-1	0	2	4	1
O=C(Nc1ccc(F)c(Cl)c1)c1cncs1	2	-6	1	2	0	2	1	-8	0	3
S=C(Nc1ccc2nc(-c3ccccn3)c(-c3ccccn3)nc2c1)N1CCOCC1	4	-3	-9	0	-6	16	-1	31*	7	26*
O=C(NCc1ccccc1F)c1ccc(S(=O)(=O)N2CCCCCC2)cc1	-8	5	1	5	2	-9	6	-4	-9	-1
CCOC(=O)c1c(NC(=O)COC(=O)Cn2cnc3ccccc32)sc(C)c1C	3	3	-2	0	-1	1	-1	6	-1	-3
O=C(/C=C/c1ccc(F)cc1)NC(=S)NNC(=O)c1cnccn1	16	10	2	-7	1	-7	0	-20	28	5
Cn1cnnc1SCC(=O)NC1CCCCCC1	-9	-1	-3	0	5	-2	-3	13	0	-2
O=C(NCCN1CCOCC1)Nc1ccc(F)cc1	-2	2	-1	nt	4	-3	4	-4	-1	4
CCOC(=O)c1c(C)c(C(=O)Nc2ccc(F)cc2)c(C)n1C	-5	-10	2	-4	6	-1	10	-14	-5	2
CC1CCN(C(CNS(=O)(=O)c2ccccc2)c2ccccc2)CC1 (centres undefined)	-6	7	-3	-7	0	4	4	-4	-5	2
O=C(O)C1C(C(=O)Nc2ccc(Cl)cc2)C2C=CC1C21CC1 (centres undefined)	-5	-9	0	2	4	2	2	-3	-2	0

Individual results from above.
For MBD2 DNA inh, O=C(NCc1ccccc1F)c1ccc(S(=O)(=O)N2CCCCCC2)cc1 is entered as 6
For TDP2 absorb, O=C(O)C1C(C(=O)Nc2ccc(Cl)cc2)C2C=CC1C21CC1 (centres undefined) is entered as -3
For NPR2 activator, CC1CCN(C(CNS(=O)(=O)c2ccccc2)c2ccccc2)CC1 (centres undefined) is entered as -7

The main list resumes, starting 2 compounds before the break.
SMILES	ABHD4 inh	SIAE primary	rCAG binder	NPR2 activator	TCR-CD3 inh	PRMT1 inh	MBD2 DNA inh	TDP2 absorb	HTRA1 inhibitor	LEDGF integ inh
CC1CCN(C(CNS(=O)(=O)c2ccccc2)c2ccccc2)CC1 (centres undefined)	-6	7	-3	-7	0	4	4	-4	-5	2
O=C(O)C1C(C(=O)Nc2ccc(Cl)cc2)C2C=CC1C21CC1 (centres undefined)	-5	-9	0	2	4	2	2	-3	-2	0
CS(=O)(=O)Nc1ccc(Br)cc1C(=O)c1ccccc1	2	-3	4	-1	5	-2	-1	-4	-4	0
O=C(CSc1ncccc1C(=O)O)NCc1ccc(F)cc1	-6	5	1	-3	-2	2	-4	3	-1	-2
COc1ccc(-c2nc(N)n(C(=O)c3ccccc3)n2)cc1	-14	-11	3	3	-1	6	10	0	29	-5
COc1cccc(CN(C)C(=O)CN2C(=O)NC(c3ccccc3)(c3ccccc3)C2=O)c1OC	5	-1	2	4	8	-4	2	-3	-8	0
Cc1cc(C(=O)COc2ccc(C#N)cc2)c(C)n1-c1ccc2c(c1)OCO2	5	8	5	-5	-1	2	1	-14	-4	0
CCOc1ccc(C2N(c3cc(C)on3)C(=O)C3CCCN32)cc1OC (centres undefined)	-3	2	0	3	1	1	0	-8	7	1

These rows are one share of the data. The share of hits here may be higher or lower than overall.
